yeast mec2-1 = NCI yeast anticancer drug screen, S. cerevisiae mec2-1 strain; % growth inhibition at 50 µM; 79,000 compounds, 9% hits; AID 157;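 note: 0% = growth of vehicle-only cultures of the same strain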
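Each compound was tested on mec2-1 yeast, a strain altered in DNA damage repair or cell cycle control. Growth inhibition is reported relative to vehicle.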
yeast rad50 = NCI yeast anticancer drug screen, S. cerevisiae rad50 strain | 79,000 compounds, 10% hits | AID 155 | growth inhibition, % at 50 µM;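 note: 0% = growth of vehicle-only cultures of the same strain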
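A DNA repair-deficient yeast mutant serves as the test organism; compound-induced growth inhibition is calculated against vehicle-treated cells.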
mlh1 rad18 = NCI yeast anticancer drug screen, S. cerevisiae mlh1 rad18 strain; growth inhibition, % at 50 µM; 79,000 compounds, 11% hits; AID 175;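 note: 0% = growth of vehicle-only cultures of the same strain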
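Inhibition values reflect reduced growth of mutant yeast versus vehicle-treated controls following compound exposure; the mutations affect DNA damage repair.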
cln2 rad14 = NCI yeast anticancer drug screen, S. cerevisiae cln2 rad14 strain | % growth inhibition at 50 µM | 78,000 compounds, 8.3% hits;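 note: 0% = growth of vehicle-only cultures of the same strain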
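Test compounds were added to cln2 rad14 yeast cultures; inhibition of growth was then determined by comparison with vehicle treatment.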
sgs1 mgt1 = NCI yeast anticancer drug screen, S. cerevisiae sgs1 mgt1 strain | 78,000 compounds, 10% hits | growth inhibition, % at 50 µM;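 note: 0% = growth of vehicle-only cultures of the same strain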
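Read-out: growth inhibition vs vehicle controls. Cells: mutant yeast strain deficient in DNA damage repair.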
yeast bub3 = NCI yeast anticancer drug screen, S. cerevisiae bub3 mutant strain | growth inhibition, % at 50 µM | 78,000 compounds, 9.9% hits;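 note: 0% = growth of vehicle-only cultures of the same strain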
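Yeast carrying a defined mutation is treated with each compound, and growth is compared with that of vehicle-exposed cells to give inhibition.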
* hit, by the source's call; . = not tested or not shown; & = joins results of further samples. Cut-off read from the data, not from the text of the source: active = growth inhibition above about 70%; inactive = the rest. Rows were taken by chance, and some 14% of all compounds hit somewhere here.

Start of the listing, in advance:
Compound	yeast mec2-1	yeast rad50	mlh1 rad18	cln2 rad14	sgs1 mgt1	yeast bub3
O=C(O)C1Cc2c([nH]c3ccccc23)C(CO)N1 (configuration not stated)	-3	6	4	28	-12	0
CC(=O)Nc1nc(C)c(S(=O)(=O)Cl)s1	10	28	20	23	33	15
Cc1ncnc(N)c1N	14	18	3	26	9	18
C=C1CCCCCCCCCCC12SCCCS2	8	-42	-27	-12	-26	20
COc1ccc(C2c3cc4c(cc3OC(O)(CO)C2C(=O)O)OCO4)cc1 (configuration not stated) (tested in a mixture with another compound)	81*	54	82*	37	28	87*
O=C(NC(=O)c1ccc(Cl)c(Cl)c1)Nc1ccc(Cl)cc1	-14	-1	8	-33	-6	11
CCCC/C(=C\c1cc(Cl)c(O)c(Cl)c1)C(=O)O	71*	60	87*	72*	72*	56
CC(C)=CCC/C(C)=C\CCl	-4	11	9	-35	-1	2
Cc1ccccc1[P+](C)(c1ccccc1C)c1ccccc1C	70	81*	72*	29	82*	83*
NC(Cc1ccccc1)C(=O)NCC(=O)Oc1ccc([N+](=O)[O-])cc1 (configuration not stated)	20	36	23	18	20	2
CCOC(=O)N1CCC(=O)C(CNC23CC4CC(CC(C4)C2)C3)C1 (configuration not stated)	-35	4	28	14	20	12
OCCN1CCCCCCC1	-4&-6	0&-2	0&-8	6&0	1&-5	10&-6
C=Nc1ccc(-c2ccc(N=C)c(OC)c2)cc1OC	-2	-2	2	-15	5	14
CCC1([N+](=O)[O-])COC(c2ccc3c(c2)OCO3)OC1 (configuration not stated)	-3	-2	4	-2	12	3
CC(=O)Nc1cc(C)c(-c2cc(C)c(NC(C)=O)cc2C)cc1C	-4	11	18	-29	16	14
COC(=O)c1ccc(N=NN(C)CO)cc1	-14	-10	-7	-28	-13	2
C=C1[C@H]2O[C@H]2[C@@H](OC(C)=O)[C@@]2(C)[C@@H](OC(C)=O)C[C@@H](OC(=O)CCC)[C@@](C)(O)[C@@H]2[C@@H](OC(C)=O)[C@]2(O)[C@@H](C)C(=O)O[C@H]2[C@H]1Cl	0	6	-14	-12	-22	-17
CC(C)c1ccccc1Oc1ccc([N+](=O)[O-])cc1[N+](=O)[O-]	3	3	-13	7	6	-1
C[N+]1(CCc2ccccc2)CCOCC1	4	-14	3	-38	1	2
COc1ccc2nc3cc([N+](=O)[O-])ccc3c(Nc3ccc(S(=O)(=O)NC(C)=O)cc3)c2c1	36	76*	75*	36	68	65
CC(NNC(=S)N1CCN(c2ccccn2)CC1)c1nccc2ccccc12 (configuration not stated)	22	69	.	8	2	6

The whole of this part, from the start:
Compound	yeast mec2-1	yeast rad50	mlh1 rad18	cln2 rad14	sgs1 mgt1	yeast bub3
O=C(O)C1Cc2c([nH]c3ccccc23)C(CO)N1 (configuration not stated)	-3	6	4	28	-12	0
CC(=O)Nc1nc(C)c(S(=O)(=O)Cl)s1	10	28	20	23	33	15
Cc1ncnc(N)c1N	14	18	3	26	9	18
C=C1CCCCCCCCCCC12SCCCS2	8	-42	-27	-12	-26	20
COc1ccc(C2c3cc4c(cc3OC(O)(CO)C2C(=O)O)OCO4)cc1 (configuration not stated) (tested in a mixture with another compound)	81*	54	82*	37	28	87*
O=C(NC(=O)c1ccc(Cl)c(Cl)c1)Nc1ccc(Cl)cc1	-14	-1	8	-33	-6	11
CCCC/C(=C\c1cc(Cl)c(O)c(Cl)c1)C(=O)O	71*	60	87*	72*	72*	56
CC(C)=CCC/C(C)=C\CCl	-4	11	9	-35	-1	2
Cc1ccccc1[P+](C)(c1ccccc1C)c1ccccc1C	70	81*	72*	29	82*	83*
NC(Cc1ccccc1)C(=O)NCC(=O)Oc1ccc([N+](=O)[O-])cc1 (configuration not stated)	20	36	23	18	20	2
CCOC(=O)N1CCC(=O)C(CNC23CC4CC(CC(C4)C2)C3)C1 (configuration not stated)	-35	4	28	14	20	12
OCCN1CCCCCCC1	-4&-6	0&-2	0&-8	6&0	1&-5	10&-6
C=Nc1ccc(-c2ccc(N=C)c(OC)c2)cc1OC	-2	-2	2	-15	5	14
CCC1([N+](=O)[O-])COC(c2ccc3c(c2)OCO3)OC1 (configuration not stated)	-3	-2	4	-2	12	3
CC(=O)Nc1cc(C)c(-c2cc(C)c(NC(C)=O)cc2C)cc1C	-4	11	18	-29	16	14

The listing continues.
Compound	yeast mec2-1	yeast rad50	mlh1 rad18	cln2 rad14	sgs1 mgt1	yeast bub3
COC(=O)c1ccc(N=NN(C)CO)cc1	-14	-10	-7	-28	-13	2
C=C1[C@H]2O[C@H]2[C@@H](OC(C)=O)[C@@]2(C)[C@@H](OC(C)=O)C[C@@H](OC(=O)CCC)[C@@](C)(O)[C@@H]2[C@@H](OC(C)=O)[C@]2(O)[C@@H](C)C(=O)O[C@H]2[C@H]1Cl	0	6	-14	-12	-22	-17
CC(C)c1ccccc1Oc1ccc([N+](=O)[O-])cc1[N+](=O)[O-]	3	3	-13	7	6	-1
C[N+]1(CCc2ccccc2)CCOCC1	4	-14	3	-38	1	2
COc1ccc2nc3cc([N+](=O)[O-])ccc3c(Nc3ccc(S(=O)(=O)NC(C)=O)cc3)c2c1	36	76*	75*	36	68	65
CC(NNC(=S)N1CCN(c2ccccn2)CC1)c1nccc2ccccc12 (configuration not stated)	22	69	.	8	2	6
CCc1cccc(CC)c1Nc1nc(C)nc2c1cnn2C	-2	-4	4	-40	6	5
CCC(C)C(=O)OCC1(c2ccc(C)cc2OC(=O)C(C)C)CO1 (configuration not stated)	-2	16	12	-1	19	-6
COc1ccc2c(c1)C(=O)OCCC2	18	25	-10	10	-27	-36
CC1(C)C2C/C(=N/O)C(=O)C1C2 (configuration not stated)	4	-4	-20	15	9	-17
Cc1cc(N(CCC#N)CCC#N)ccc1/C=C1\N=C(c2cc([N+](=O)[O-])ccc2Cl)N(c2cccc(Cl)c2)C1=O	-20	-19	-29	-8	-24	-6
CCCCn1c(C)nc2cc(C(F)(F)F)cc(N)c21	48	79*	44	7	94*	32
CC1=NN2C(c3ccc([N+](=O)[O-])cc3)=CSC2=NC(C)(C)C1	-6	21	-12	-5	6	-5
CCOC(=O)NC(=S)c1ccc[nH]1	-42	-11	-20	5	0	-37
COC(=O)CC(c1ccc2c(c1)OCO2)N1CCOCC1 (configuration not stated)	31	-6	43	-6	20	21

Following part:
Compound	yeast mec2-1	yeast rad50	mlh1 rad18	cln2 rad14	sgs1 mgt1	yeast bub3
COc1ccc(-n2c(N)c(C#N)c(C#N)c2-c2cccc([N+](=O)[O-])c2)cc1	10	6	-48	-3	-63	-19
CC1(C)OC2OC(C(=O)c3ccccc3)C3OC(C)(C)OC3C2O1 (configuration not stated)	4	21	11	27	18	26
CC1(C)N=C(N)N=C(N)N1c1cccc(Br)c1	-14	-14	2	7	-13	-1
O=[N+]([O-])c1ccccc1S(=O)c1ccccc1 (configuration not stated)	0	-2	-6	11	-4	-6
CCOC(=O)C1Cc2c(n(C3CCCCC3)c(=O)n(C)c2=O)OC1c1ccccc1 (configuration not stated)	-5	14	-8	16	-7	3
Nc1nc(-c2ccc(Cl)c([N+](=O)[O-])c2)cs1	-6	10	2	22	6	2
COc1ccc2c(c1C)OC(C)C2=O (configuration not stated)	5	10	1	-21	-4	-16
OCC12c3ccccc3C3c4ccccc4C1C32 (configuration not stated)	-17	10	1	-31	-4	-19
O=c1[nH]c2cc([N+](=O)[O-])ccc2nc1/C(=N\Nc1ccccc1)C(O)c1ccc2c(c1)OCO2 (configuration not stated)	5	26	41	29	22	10
Cc1[nH]nc2c1CC(c1ccccc1)NC2=O (configuration not stated)	-12	0	2	-40	7	-4
COC(=O)CCS(=O)(=O)Cc1ccccc1	-1	1	0	-8	-7	-2
O=C1C(CCCNC(=S)Nc2ccccc2)NC(=S)N1c1ccccc1 (configuration not stated)	14	6	-6	0	6	-3
CN(C)C(n1cc2c(c1)-c1ccc(Cl)cc1C(c1ccccc1F)=NC2)n1cc2c(c1)-c1ccc(Cl)cc1C(c1ccccc1F)=NC2	-9	12	-23	8	1	-8
O=[N+]([O-])c1ccc(/C=C/C=C/c2ccccc2)cc1Cl	16	-2	3	-20	1	21
CCCCn1c(-c2ccccc2)cs/c1=N\N=C1C=C(C(C)(C)C)C(=O)C(C(C)(C)C)=C1	-14	12	17	-35	0	-17

Other results follow.
Compound	yeast mec2-1	yeast rad50	mlh1 rad18	cln2 rad14	sgs1 mgt1	yeast bub3
COC(=O)C(CS)NC(=O)CNC(=O)CNC(=O)C(CCCCNC(=O)OCc1ccccc1)NC(=O)CNC(=O)C(CSC(c1ccccc1)(c1ccccc1)c1ccccc1)NC(=O)OCc1ccccc1 (configuration not stated)	3	-16	0	-17	-11	-25
CCCCOC(C)OCCCC	-6	9	-17	5	-3	6
N#CNC1=C(C#N)C(c2ccccc2)CC(=O)N1 (configuration not stated)	26	4	10	0	25	0
COc1ccccc1C1c2cc3c(cc2OC(C)(O)C1C)OCO3 (configuration not stated)	58	85*	85*	74*	86*	67
O=C(Cc1ccccc1)N(Cc1ccccc1)Cc1ccccc1	99*	97*	98*	92*	99*	92*
COc1ccc(C(O)C2CCCN(C)S2(=O)=O)cc1 (configuration not stated)	22	13	16	16	3	31
Cc1ccc(CC(O)(CC(O)(c2ccccc2)c2ccccc2)c2ccccc2)cc1C (configuration not stated)	24	64	21	14	63	1
Clc1ccc(C(Cl)(Cl)C(Cl)(Cl)Cl)cc1	40	7	44	-61	-2	40
CC1(C)N=C(N)N=C(N)N1c1ccc(-c2ccccc2)cc1	1	3	20	-1	20	33
CCOC(=O)C(Oc1ccc([N+](=O)[O-])cc1)C(=O)OCC	9	0	4	-3	-1	17
CC1(C)COC(c2ccccc2Br)=N1	-13&-5	-2&-8	-11&4	22&-40	-9&-13	11&-13
CCCCCCCCCCCCCCCC[N+](C)(C)CC#N	99*	99*	99*	99*	99*	99*
CCOc1c(C#N)c2c(N)ncnc2n1C1OC(CO)C(O)C1O (configuration not stated)	-6	-4	6	0	-3	2
C=Cc1c(C)c(O)cc2c1-c1ccc(O)c(C)c1CC2	-52	-25	89*	11	-18	-43
COc1ccc(N=C2C(=S)N(c3ccc(OC)cc3)/C(=N/S(=O)(=O)c3ccccc3)N2c2ccccc2)cc1	-4	9	14	11	6	2

Arranged by formula weight (rising): part of the list above.
Compound	yeast mec2-1	yeast rad50	mlh1 rad18	cln2 rad14	sgs1 mgt1	yeast bub3
CCCCOC(C)OCCCC	-6	9	-17	5	-3	6
Clc1ccc(C(Cl)(Cl)C(Cl)(Cl)Cl)cc1	40	7	44	-61	-2	40
O=C(Cc1ccccc1)N(Cc1ccccc1)Cc1ccccc1	99*	97*	98*	92*	99*	92*

(further entries)
Compound	yeast mec2-1	yeast rad50	mlh1 rad18	cln2 rad14	sgs1 mgt1	yeast bub3
ClC1(c2ccccc2)C2CCCCC21 (configuration not stated)	3	-10	0	-25	-10	-7
O=S1(=O)OCCOS(=O)(=O)C1I	-30	-8	-30	11	-12	-22
O=c1nc(/C=C/c2ccccc2Cl)cc2n1CCN2CCO	-11	-17	-10	4	-4	-3
CCN(CC)CCOC(=O)Cc1cccc2c(=O)cc(-c3ccccc3)oc12	-12	-2	-53	-4	-4	15
